RXFP1 antag: RXFP1 (human) relaxin receptor antagonism; Q9HBX9; HEK293-RXFP1, relaxin-stimulated cAMP HTRF, 30 min; active compounds read low; activity change, negative = inhibition, % at 57.5 µM; actives 0.59% (n = 350,000);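 active means activity change of -60% or lower, but not beyond a set lower limit; inconclusive means change between -60% and -40%, or beyond the set limit; inactive means change above -40%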; further: on the % scale 0 is the no-effect control and ±100 the full control effect
D2 potentiator: positively modulates the human D2 dopamine receptor allosterically; HEK293 T-REx D2, calcium flux, EC20 dopamine potentiation; potentiation, % at 10 µM; actives 0.34% (n = 340,000); AID 485347;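 active means potentiation over 3 SD above the plate norm, cut at about 30% in these data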; further: 0% is about no effect
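Potentiation of an EC20 dopamine calcium response measured kinetically over 180 s, after a preceding 180 s compound-only read flagging agonists. Cells: inducible Hek293 Trex D2 line, 4000/well, cultured overnight at 30 C before dye loading.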
RXFP1 agonist: activates the human relaxin receptor RXFP1 | Q9HBX9 | HEK293T-RXFP1 cAMP TR-FRET, 30 min; response scale: percent of porcine relaxin response, buffer zero | Potency, µM (top dose mostly 57.5 µM), inactives show at the top dose activation, usual class: activators | actives 0.3% (n = 370,000); further: potency means the concentration at half of the fitted maximal effect; on the % scale 0 is the no-effect control and ±100 the full control effect; nearly all actives have a fitted effect of over 60% in size; many of its hits are not listed in these tables
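cAMP rise read by TR-FRET after 30 min, 37C compound exposure (up to 58 uM) in RXFP1-transfected HEK293 cells with Ro 20174 present. EC50 from Hill-equation fits, with 29 nM porcine relaxin as 100% and buffer as basal.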
Vif-APOBEC3F blk: blocks the Vif interaction with APOBEC3F. HeLa A3F-eYFP + Vif (tagged APOBEC3F with the HIV-1 protein that degrades it), YFP fluorescence increase. Potency, µM (titrated, usually from 46.1 µM), inactives show at the highest dose activity, negative = active. actives 0.2% (n = 390,000). AID 602313; further: potency means the concentration at half of the fitted maximal effect; % of control where 0% means no effect; nearly all actives have a fitted effect of over 65% in size
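HeLa cells stably expressing A3F-eYFP plus Vif, plated and incubated overnight at 37 deg C, then exposed to compounds overnight at 37 deg C. Blocked degradation read as raised yellow fluorescence (Ex 488/Em 500-530).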
D1 antagonist: antagonists of human D1 dopamine receptor. HEK293 TREx D1 cells, calcium flux, dopamine EC80; active compounds read low. actives 3.2% (n = 360,000). P21728. activity change, negative = inhibition, % at 10 µM; in the data active means activity change below about -30%; further: on the % scale 0 is the no-effect control and ±100 the full control effect
Target sequence (P21728 whole entry, looked up): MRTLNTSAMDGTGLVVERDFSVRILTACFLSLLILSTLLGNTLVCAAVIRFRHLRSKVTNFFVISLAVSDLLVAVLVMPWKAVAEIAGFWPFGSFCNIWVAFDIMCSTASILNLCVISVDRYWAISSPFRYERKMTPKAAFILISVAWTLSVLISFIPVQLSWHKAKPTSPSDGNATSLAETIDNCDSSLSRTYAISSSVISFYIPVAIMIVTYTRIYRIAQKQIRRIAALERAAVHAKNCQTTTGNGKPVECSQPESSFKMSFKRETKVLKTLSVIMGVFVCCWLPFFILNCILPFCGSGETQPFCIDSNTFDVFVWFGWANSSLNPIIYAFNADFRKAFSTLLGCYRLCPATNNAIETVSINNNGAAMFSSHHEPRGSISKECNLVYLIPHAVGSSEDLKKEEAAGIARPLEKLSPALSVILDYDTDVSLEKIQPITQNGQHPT
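Antagonism measured as reduced calcium response to an EC80 dopamine addition following 180 s compound pre-read; cells were inducible HEK293 Trex D1 plated overnight at 30 C, read kinetically at 1 cycle/sec.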
GRP78 ERSR act: induces the endoplasmic reticulum stress response in human glioma cells; U87-MG GRP78 promoter luciferase reporter, 16 h; Potency, µM, for the others: at the highest dose activation, most hits filed as activators; actives 0.02% (n = 420,000); AID 602332; further: potency means the concentration at half of the fitted maximal effect; series mostly up to about 76 µM; % of control where 0% means no effect; nearly all actives have a fitted effect of over 35% in size
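Stably transfected U87-MG human glioma cells carrying a GRP78-based luminescent sensor were seeded at 1000 cells/well, pin-dosed with compounds and incubated 16 h. Luciferase reagent was then added, and end-point luminescence was read after 10 min at room temperature.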
Vif-A3G inh: Vif-A3G binding inhibition. Q9HC16. HeLa A3G-eYFP + Vif (tagged APOBEC3G with the HIV-1 protein that degrades it), YFP fluorescence, overnight. Potency, µM (top dose mostly 46.1 µM), without a hit: at the top dose activity, negative = active, most hits filed as inhibitors. actives 0.076% (n = 410,000). AID 602310;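 further: potency means the concentration at half of the fitted maximal effect; on the % scale 0 is the no-effect control and ±100 the full control effect; nearly all actives have a fitted effect of over 60% in size; hits raise eYFP signal because A3G escapes Vif-driven loss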
Target sequence (Q9HC16 whole entry, looked up): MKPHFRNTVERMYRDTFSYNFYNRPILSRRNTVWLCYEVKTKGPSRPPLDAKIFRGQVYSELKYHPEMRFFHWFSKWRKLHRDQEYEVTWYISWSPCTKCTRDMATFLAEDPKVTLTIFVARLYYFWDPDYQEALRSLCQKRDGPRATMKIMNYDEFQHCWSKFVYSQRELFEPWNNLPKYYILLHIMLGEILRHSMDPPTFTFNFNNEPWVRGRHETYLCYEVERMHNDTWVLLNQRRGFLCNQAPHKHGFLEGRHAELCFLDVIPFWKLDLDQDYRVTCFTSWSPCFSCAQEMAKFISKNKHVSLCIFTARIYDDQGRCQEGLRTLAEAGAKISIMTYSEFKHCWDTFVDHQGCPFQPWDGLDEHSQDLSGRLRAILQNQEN
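Read-out is eYFP fluorescence (Ex 488/Em 500-530) from Vif-expressing HeLa A3G-eYFP cells; more signal means A3G escaped Vif-mediated degradation. Cells plated overnight, compound pinned in, incubated overnight at 37 deg C.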
D1 agonist: agonists of human D1 dopamine receptor. activation, % at 2 µM. HEK293 T-REx D1 cells, calcium flux, agonist mode. P21728. actives 1% (n = 360,000); in the data active means activation above about 30%; further: 0% is about no effect
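Tetracycline-induced HEK293 TREx D1 cells, force-coupled to calcium signalling, were dye-loaded with a no-wash calcium kit. Compound was pin-added after a 10 s baseline. Fluorescence was read kinetically at 1 cycle/s for 180 s, with calcium rises flagged as agonism.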
D1 potentiator: enhances dopamine response at the human D1 receptor; P21728; HEK293 TREx D1 cells, calcium flux, dopamine EC20 potentiation; potentiation, % at 10 µM; actives 0.036% (n = 360,000); AID 504651; in the data active means potentiation above about 30%; further: 0% is about no effect
Starred values were filed as active, the others as inactive; u = inconclusive; x = no result given. Unless noted, the call rests on the fitted dose curve; in most records, active means well fitted curve in the direction sought with a large enough effect; inconclusive means small, poorly fitted or top-dose-only effect, or another doubt; inactive means no such curve, though single readings can be large; an effect the other way counts as inactive or inconclusive. These rows are one share of the data, so the mix of outcomes need not match the whole.

SMILES	RXFP1 antag	D2 potentiator	RXFP1 agonist	Vif-APOBEC3F blk	D1 antagonist	GRP78 ERSR act	Vif-A3G inh	D1 agonist	D1 potentiator
Cn1ccc(/C=N/N=C2/NC(=O)CS2)n1	-20	2	3.1%	-4%	4	4%	0%	1	4
COc1ccc(OC)c(CCNC(=O)Cn2sc3nc(C)cc(C)c3c2=O)c1	x	x	-0.2%	x	-48*	x	x	3	-10
CCCOC(=O)c1ccc(NC(=O)c2cnccn2)cc1	4	1	2.9%	3%	-10	3%	3%	5	2
CC1(C)S[C@@H]2[C@H](NC(=O)C(C(=O)O)c3ccccc3)C(=O)N2[C@H]1C(=O)O (some centres not stated)	6	8	-0.2%	-7%	4	2%	-1%	1	2
CCOC(=O)c1nc(Nc2ccccc2CC)c2ccccc2n1	-16	-7	0.0%	5%	13	-6%	1%	-1	-7
Cc1ccc(C(=O)N/C(=C\c2ccco2)C(=O)NCc2cccnc2)cc1	1	-2	0.8%	3%	6	-3%	-5%	3	-5
CCn1c(SCC(=O)N/N=C/c2ccccc2OCC(=O)O)nnc1-c1ccc(C(C)(C)C)cc1	-18	-1	1.4%	2%	6	-5%	1%	0	-1
O=C(CSc1nccn(-c2cccc(F)c2)c1=O)Nc1ccc(Cl)cc1F	-29	13	8.6%	-1%	-2	-2%	-6%	-1	-2
CN(Cc1ccco1)C(=O)C(Cc1ccccc1)NS(=O)(=O)c1ccc2c(c1)CCC(=O)N2 (configuration not stated)	x	-7	0.3%	1%	3	-1%	0%	0	-6
CSc1cccc(NC(=O)c2ccc(CN3CCc4ccccc4C3)cc2)c1	-12	-26	0.0%	-4%	14	-8%	4%	2	-5

Sorted by the number under D2 potentiator (falling): four from the list above.
SMILES | D2 potentiator
CC1(C)S[C@@H]2[C@H](NC(=O)C(C(=O)O)c3ccccc3)C(=O)N2[C@H]1C(=O)O (some centres not stated) | 8
Cn1ccc(/C=N/N=C2/NC(=O)CS2)n1 | 2
CCCOC(=O)c1ccc(NC(=O)c2cnccn2)cc1 | 1
CN(Cc1ccco1)C(=O)C(Cc1ccccc1)NS(=O)(=O)c1ccc2c(c1)CCC(=O)N2 (configuration not stated) | -7

Following part
SMILES	RXFP1 antag	D2 potentiator	RXFP1 agonist	Vif-APOBEC3F blk	D1 antagonist	GRP78 ERSR act	Vif-A3G inh	D1 agonist	D1 potentiator
COC(=O)C1CCN(C(=O)c2ccc3nc(-c4cccc(OC)c4)oc3c2)CC1	5	-6	1.8%	-4%	8	2%	-7%	11	0
CC(=O)N1CCc2c(sc3c2c(=O)n(-c2ccccc2)c(=O)n3CC(=O)NCC2CCCO2)C1 (configuration not stated)	-16	1	6.6%	3%	4	-3%	-3%	5	-4
COc1ccc(N(S(=O)(=O)c2ccccc2)S(=O)(=O)c2ccccc2)c(N)c1	x	-18	-0.9%	u	-9	-4%	u	-2	-5
COc1cccc(CNc2ccc(S(=O)(=O)N3CCN(C)CC3)cn2)c1	5	-8	-2.0%	4%	-17	-3%	0%	1	-13
Cc1ccc(OCC(=O)Nc2ccc3nc(SCC(=O)N4CCCC4)sc3c2)cc1C	-11	-13	-0.9%	2%	-7	-4%	5%	4	-1
CCOC(=O)c1sc(NC(=O)c2ccc(S(=O)(=O)N3CCOCC3)cc2)nc1-c1ccccc1	2	7	0.5%	7%	0	1%	-3%	1	1
COc1ccc(Br)cc1/C=C\C(=O)NCc1cccnc1	-15	-3	0.8%	2%	-3	-3%	-6%	1	1
C[C@@H](C(=O)OCC(=O)NCCc1ccc(S(N)(=O)=O)cc1)N1C(=O)C2CCCCC2C1=O (some centres not stated)	-2	4	0.3%	0%	-18	5%	0%	1	-8
CCCn1nnnc1SCC(=O)c1ccc(NC(C)=O)cc1	8	x	-0.6%	x	3	-3%	2%	5	-3
Cc1ccc(/C=C(\NC(=O)c2ccccc2)C(=O)OCc2ccccc2)cc1	-8	8	0.0%	-9%	-14	-2%	-2%	2	-5
Cc1cc2c(c(SCC(=O)NCc3ccccc3Cl)n1)C(=O)OC2	12	0	1.4%	0%	1	-3%	0%	-3	5
C/C(=N\Nc1ccc(F)cc1F)c1ccc(Br)s1	-2	1	8.0%	-3%	2	2%	-24%	3	-2
COc1ccc(CCNC(=O)c2oc3ccc(S(=O)(=O)N4CCOCC4)cc3c2C)cc1OC	5	14	4.1%	2%	-13	-4%	2%	4	-6
CN(C)/C=C(\C(=O)c1ccccc1)c1nnnn1-c1ccc(F)cc1	-5	13	1.1%	-6%	3	-4%	-1%	0	0
COc1ccc(CCNC(=O)c2cc(-c3ccc(Cl)c(Cl)c3)oc2C)cc1	-19	-4	1.4%	0%	-5	-3%	0%	11	-9
COc1cc(OC)c(N(C)C(=O)Cn2ncc3c([nH]c4ccccc43)c2=O)cc1Cl	-6	-6	1.8%	3%	-1	0%	0%	-2	2
CCCC(=O)N1CCN(c2ccc(NC(=O)c3cc4ccccc4o3)cc2Cl)CC1	u	x	-0.5%	-5%	-47*	-14%	-14%	11	-9
COc1ccc(OC)c(-c2cc(C(=O)N3CCOCC3)no2)c1	-4	x	0.2%	3%	0	1%	1%	0	-5
COc1ccc(C(=O)NC(=S)Nc2ccc3oc(=O)ccc3c2)cc1OC	x	-9	4.5%	-7%	4	-5%	5%	3	6
OC(CNCC1CCCO1)Cn1c2ccc(Br)cc2c2cc(Br)ccc21 (configuration not stated)	u	4	0.3%	x	0	-16%	u	38*	7
CC1CCCCN1CCCNC(=O)c1ccc(Br)cc1 (configuration not stated)	5	7	0.9%	-5%	-5	-3%	-2%	8	-2
Cc1cccc(C(=O)n2nc(-c3cccnc3)nc2NCc2ccccc2)c1	-15	9	0.2%	-6%	3	-3%	3%	18	1
O=C(N/C=C\c1ccccc1)NCc1ccc(Cl)cc1	-10	3	0.3%	-8%	-31*	-4%	1%	3	-2
O=C(CCNC(=O)C1CCN(S(=O)(=O)c2ccc(F)cc2)CC1)NCCc1cccc(F)c1	-3	-5	2.9%	2%	-4	-4%	6%	1	-3
COc1ccc2nc(C3CCCCC3)nc(C3CCCCC3)c2c1	x	-6	1.7%	-1%	25	-2%	0%	2	4
c1ccc(CNCc2ccc3c(c2)OCO3)nc1	-3	-5	0.8%	2%	6	-3%	-5%	2	2
Cc1cc(OC(C)C(=O)NCCCN2CCOCC2)c2c(C)cc(=O)oc2c1 (configuration not stated)	-3	1	4.3%	2%	-16	-5%	-1%	3	11
O=C(Nc1cccnc1Cl)c1ccc(Cl)c([N+](=O)[O-])c1	4	1	8.5%	-8%	0	-1%	1%	3	-2
CCOC(=O)C1(Cc2cccc(Cl)c2)CCCN(C(=O)c2cc(C)n(C)n2)C1 (configuration not stated)	2	-3	0.5%	2%	-26	6%	-1%	12	-7
CC(C)N1CC(C(=O)O)CC1=O (configuration not stated)	7	-1	-0.3%	-17%	-1	-3%	2%	2	0
CN(C)CC(O)COc1cccc(OCC(O)CN(C)C)c1 (configuration not stated)	6	-5	0.8%	-5%	1	-3%	3%	4	-8
CCN(CC)c1ccc(NC(=O)COC(=O)CCC(=O)c2cccs2)cc1	-2	5	-1.9%	2%	5	1%	1%	0	-2
Cc1nc2ncnn2c(C)c1CCC(=O)N1CCN(c2cccc(Cl)c2)CC1	x	0	10%	4%	-3	-1%	3%	0	-2
CC(=O)c1cccc(NC(=O)CN2C(=O)COc3ccc(S(=O)(=O)N4CCOCC4)cc32)c1	-10	26	1.9%	-13%	10	-5%	-1%	2	0
O=c1[nH][nH]c(-c2ccccc2)c1C=Nc1ccccc1Cl	-10	14	0.5%	x	-1	-3%	-1%	1	-4
CC(C)NC(=O)Cn1ncn2c(cc3cc(F)ccc32)c1=O	-7	-1	2.2%	1%	-26	-2%	-1%	0	1
CCOc1cc(C(=S)N2CCOCC2)ccc1OS(=O)(=O)c1ccc(Br)cc1	0	6	3.6%	0%	-31*	-3%	-1%	9	1
O=[N+]([O-])c1cccc(/C=C/c2ccccn2)c1	2	-18	7.0%	-3%	-2	4%	1%	0	-2
CN(C)c1ccc(NC(=O)CSc2nc(C3CC3)nc3ccccc23)cc1	9	-13	-2.1%	1%	-2	1%	0%	1	-3
CCC(Oc1cc(Cl)ccc1Cl)C(=O)NNC(=O)CCC(=O)O (configuration not stated)	1	-9	2.9%	0%	0	-4%	1%	3	2
Cn1cc(C(=O)NC2CCCCCCC2)c(=O)c2cc(S(=O)(=O)N3CCCC3)ccc21	5	32*	-0.3%	5%	-4	3%	0%	1	1
Cn1c(CCNC(=O)c2ccco2)nc2cc(NC(=O)c3ccccc3)ccc21	10	1	1.2%	5%	-1	6%	-2%	8	-3
CCOC(=O)c1[nH]c2ccccc2c1NC(=O)C1CCCC1	x	10	4.2%	-14%	-24	-3%	2%	1	-9
Cc1ccc(O)c(CO)n1	-7	8	3.3%	2%	-3	-2%	0%	1	1
CCOC(=O)N/N=C\c1ccc(-c2cccc(C(F)(F)F)c2)o1	-10	-8	-0.8%	10%	-5	3%	1%	3	-2
CCCOc1ccccc1C1CC(=O)Nc2cc3c(cc21)OCCO3 (configuration not stated)	-2	-4	-1.3%	-13%	11	-8%	u	8	0
O=C(NC1CCCCC1)n1c(=O)oc2ccc(Cl)cc21	-5	-9	1.9%	0%	10	1%	1%	5	1
Cc1oc2ncnc(N3CCCCC3)c2c1C(=O)N1CCN(c2cccc(C(F)(F)F)c2)CC1	x	0	-1.5%	2%	11	0%	3%	1	7
COc1ccc(OC)c(-c2csc(NC(=O)Cc3ccccc3OC)n2)c1	3	3	-0.6%	-6%	-11	0%	-1%	4	x
Cc1cc(=O)oc2c3c(cc(OCC(=O)NCCC(=O)O)c12)OC(C)(C)CC3	9	-4	17%	-2%	-1	-5%	-6%	2	-7

High-throughput results deposited in PubChem BioAssay by National Center for Advancing Translational Sciences (NCATS).
